Insulin prom up: insulin promoter activators in MIN6 cells, imaging, high-content screening, mouse beta cells; MIN6 insulin promoter-GFP reporter; hits give high values; z-score at 5 µM; 190,000 tested, 0.3% active; AID 1625, 2009;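 active = z-score above 3 at 5 µM with at least 500 cells counted in the well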
Autophagy mod: autophagy modulators in MEF cells, primary screen, imaging, high-content, MEF GFP-LC3. 190,000 tested, 0.98% active. MEF GFP-LC3 puncta imaging; test concentration mostly 10 µM. calls only at 10 µM (by protocol);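 active = percentage of spot-positive cells more than 3 SD above its plate mean, without a fluorescence outlier flag or 80% toxicity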;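 also: spot-positive cell cutoff set from DMSO-treated cells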
bCat nuc transl: modulators of beta-catenin nuclear translocation, primary screen, imaging, HeLa cells, immunofluorescence, high-content; nuclear translocation activity, % at 5 µM; 190,000 tested, 0.3% active;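 active = nuclear translocation activity above 50% at 5 µM, with a well cell count of 50 or more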;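 also: per-cell ratio of nuclear to cytoplasmic median beta-catenin stain intensity; plate controls were DMSO negative control for no effect and GSK-3 inhibitor IX positive control for full effect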
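Signal – beta-catenin immunofluorescence imaging with DAPI · Test system – human HeLa cell line · Dosing – 5 µM primary single dose, 0.1% DMSO, 0.02–20 µM confirmation series · Measure – % activation, nuclear-to-cytoplasmic median beta-catenin signal ratio per cell · Incubation – 24 h compound exposure at 37°C, 5% CO2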
Dynein transport: inhibitors of GR-EGFP nuclear translocation, primary screen, dynein cargo transport inhibitor project, imaging, high-content, 3617.4 mouse cells; test concentration mostly 20 µM; stimulated with dexamethasone, 1 µM; hits give low values; z-score, hits read low; 220,000 tested, 0.47% active; AID 1381, 2008;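 active = plate z-score of nuclear minus cytoplasmic receptor signal below a set negative limit, without overly bright fluorescence or cell loss, cut at about -3.5 in these data, passing the limit was not always enough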;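 also: z-score of nuclear minus cytoplasmic ring GR-EGFP intensity difference per well; some compounds called inactive have numbers as strong as hits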
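Buffer or medium: tet-free, stripped-serum medium; Also added: dexamethasone, 1.0 µM final; Technique: high-content fluorescence imaging after fixation; Times: 48 h induction, 1 h compound, 30 min dex at 37 °C; Read-out: per-cell GR-EGFP intensity, nucleus versus surrounding cytoplasmic ring, well-averaged.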
WT yeast gro inh: growth inhibition of WT strain, primary screen, mitochondrial fusion inhibitor project, WT and mutant strains, chemical genetic; AID 1362, 2008; inhibition, % at 10 µM; mitochondrial fusion phenotypic screen; 190,000 tested, 2.1% active; in the data active = inhibition above about 58%; tested in S. cerevisiae
Lipid droplet: inhibitors of hepatocyte lipid droplet formation, primary screen, imaging, high-throughput imaging, BODIPY stain; AML12 mouse hepatocytes, oleate lipid droplets; inhibition, % at 6.5 µM; 240,000 tested, 0.4% active; AID 1656, 2009;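 active = lipid droplet intensity inhibited by at least 50%, with more than 500 cells counted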
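Assay system: AML12 hepatocytes (mouse); Probe or stimulus: oleic acid at 100 µM to induce lipid droplet formation; Dosing: compound at 6.5 µM only; Schedule: compound with oleate, overnight; Detection: fluorescence imaging, 20x objective, two fields per well; Measure: % inhibition of lipid droplet signal.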
XIAP displacement: XIAP antagonists, biochemical, IAP family, fluorescence polarization (AID 1018). 200,000 tested, 0.007% active. displacement, % at 20 µM, or IC50 in µM where a hit was titrated. E3 ubiquitin-protein ligase XIAP (Homo sapiens). XIAP BIR domain, fluorescence polarization peptide displacement; higher % means a stronger effect; in the data active = displacement above about 50%; also: a part of the inactive calls stands beside numbers as strong as those of hits
MT stabilizer: microtubule stabilizers in HeLa cells, primary screen, imaging, high-content imaging. HeLa tubulin immunostaining HCS, 24 h; share of cells brighter than vehicle mean+2SD. % tubulin-high responders, % at 10 µM. 200,000 tested, 0.83% active;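 active = plate Z-score above 3 for both tubulin-high and condensed-nucleus cell shares, with cell loss under 80%, at 10 µM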;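 also: anti alpha tubulin signal scored within the nucleus-defined area of each cell; some results filed as inactive read as strong as hits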
CSM14.1 death rescue: rescue of cells from ER stress-induced death, primary screen, 384-well, CSM14.1, thapsigargin, ATP luminescence (AID 1222); CSM14.1 thapsigargin-induced death rescue, ATP luminescence; higher % means a stronger effect; cellular ATP content (survival), % at 20 µM; hits with a dose series show EC50 in µM; 190,000 tested, under 10 active;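 active = EC50 below 50 µM in the dose-response confirmation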;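 also: death triggered by thapsigargin at about 15 µM added after 2 h compound pretreatment; cell ATP read after overnight thapsigargin exposure of roughly 18 to 22 hours; normalized against plate controls of thapsigargin alone and 5% DMSO vehicle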
WT yeast gro inh mutant strain: recorded beside WT yeast gro inh, whose call it bears; inhibition, %; mitochondrial fusion phenotypic screen, mutant strain inhibition
Dynein transport cytoplasmic EGFP: also measured in Dynein transport; calls as there; z-score; measured here: cytoplasmic GR-EGFP intensity; hits give high values
Dynein transport nuclear GR-EGFP: further read-out of Dynein transport, marked with its call; z-score; measured here: nuclear GR-EGFP intensity;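 lower value marks the stronger effect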
Dynein transport cell count: second read-out of Dynein transport, no call of its own (marks repeat the call); z-score; measured here: cell count per field
Insulin prom up cell count: also measured in Insulin prom up; calls as there; cell count; measured here: cytotoxicity, nuclei count;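 total cells summed across four imaged fields per well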
Lipid droplet cells 6.5 µM: further read-out of Lipid droplet, marked with its call; cell count; measured here: cell count, cytotoxicity flag;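 cells counted across two imaged fields per well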
bCat nuc transl cell count 5 µM: further read-out of bCat nuc transl, marked with its call; cell count; measured here: cell count, cytotoxicity flag
MT stabilizer Hoechst-high %: further read-out of MT stabilizer, marked with its call; % Hoechst-high responders; measured here: nuclear condensation Hoechst responders;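 share of cells brighter than vehicle mean plus two SD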
MT stabilizer cytotoxicity %: further read-out of MT stabilizer, marked with its call; toxicity, %; measured here: cytotoxicity by cell density;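 0% = mean cell density of plate MIN control wells and 100% = no cells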
Autophagy mod cell loss 18 h: recorded beside Autophagy mod, whose call it bears; toxicity, %; measured here: cell loss, nuclei count;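 cell loss after 18 h compound exposure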
Active calls of the source: *; i = inactive; . = no result given.

SMILES | Insulin prom up | Insulin prom up cell count | Autophagy mod | Autophagy mod cell loss 18 h | bCat nuc transl | bCat nuc transl cell count 5 µM | Dynein transport | Dynein transport cytoplasmic EGFP | Dynein transport nuclear GR-EGFP | Dynein transport cell count | WT yeast gro inh | WT yeast gro inh mutant strain | Lipid droplet | Lipid droplet cells 6.5 µM | XIAP displacement | MT stabilizer | MT stabilizer Hoechst-high % | MT stabilizer cytotoxicity % | CSM14.1 death rescue
O=C(CC1C(=O)NCCN1C(=O)Nc1ccccc1)Nc1ccc2c(c1)OCO2 (stereo not drawn) | . | . | i | -13 | -5.0 | 951 | 0.012 | -0.18 | 0.18 | -0.13 | 0 | 1 | . | . | -3.4% | 1.6 | 1.3 | 3.4 | -1.2%
COCCCN(C(=S)NC(=O)C12CC3CC(CC(C3)C1)C2)c1c(N)n(Cc2ccccc2)c(=O)[nH]c1=O | -1.2 | 1574 | i | -13 | -0.8 | 1037 | -0.34 | -0.15 | 0.05 | -0.023 | -3 | -2 | -3 | 670 | -3.4% | 1.9 | 1.8 | 11 | -0.1%
Cc1ccc(CSc2nnc(-c3ccccc3N)c(=O)[nH]2)cc1 | 0.06 | 943 | i | -10 | . | . | -0.56 | -0.25 | -0.1 | 0.29 | 63* | 56* | -9 | 763 | -5.9% | 1.8 | 1.7 | 3.9 | -0.9%
Cc1ccc2nc3c(cc(C(=O)NCCCn4ccnc4)n3C)c(=O)n2c1 | -1.1 | 904 | i | -54 | -0.6 | 1155 | -0.46 | -0.25 | 0.13 | 0.043 | 5 | 6 | . | . | 0.3% | 3.3 | 2.8 | 8.5 | 2.2%
Cc1c(-c2ccccc2)sc(Br)c1C(=O)N1CCOCC1 | -0.93 | 902 | i | 2 | . | . | 0.097 | -0.42 | -0.25 | 0.51 | 12 | 5 | . | . | -4.2% | 1.6 | 2.9 | 19 | 2.8%
COc1cc(NC(=O)C23CC4CC(C2)CC(n2cnc([N+](=O)[O-])n2)(C4)C3)cc(OC)c1 | -0.18 | 1229 | i | -7 | 1.8 | 519 | -0.62 | -0.22 | -0.11 | 1.4 | 1 | 1 | 5 | 620 | -4.0% | 2.8 | 2.6 | 9.3 | -1.0%
O=C(OC1CCOC1=O)c1cncc(Br)c1 (stereo not drawn) | 1.1 | 1295 | i | 15 | -1.6 | 1157 | 0.28 | -0.4 | 0.5 | -0.28 | -4 | 5 | . | . | -1.6% | 1.7 | 1.1 | 4.8 | 1.2%
CCN(Cc1cc(=O)n2cc(Cl)c(C)c(Cl)c2n1)Cc1nc2ccccc2c(=O)[nH]1 | 0.22 | 1306 | i | 17 | -3.8 | 1130 | -1.2 | -0.2 | -0.98 | 0.91 | 4 | 0 | -2 | 709 | 0.3% | 2.1 | 1.9 | 7.1 | -1.1%
O=C(Nc1ccc(Cl)cc1)N(CCCN1CCOCC1)Cc1cccs1 | 0.75 | 1012 | i | 5 | . | . | 0.89 | -0.12 | 0.74 | -0.89 | 17 | 4 | . | . | -2.4% | 1.8 | 4.0 | 8.6 | -0.4%
O=C(NCCc1ccccc1)c1ccc(OCCOc2ccccc2)cc1 | . | . | i | 1 | . | . | -0.017 | -0.22 | -0.81 | 1.1 | -9 | 4 | . | . | -5.0% | 2.3 | 2.1 | 6.5 | 1.3%
CCCNc1nc2c(c(=O)[nH]c(=O)n2C)n1Cc1cccc(Br)c1 | 1.1 | 1121 | i | 6 | -3.7 | 933 | -0.3 | -0.18 | 0.12 | 0.13 | 4 | 6 | . | . | -4.0% | 2.8 | 2.2 | 11 | -0.2%
COc1ccccc1S(=O)(=O)Cc1ccc(C(=O)N2CCN(c3ccccn3)CC2)o1 | 0.28 | 1560 | i | 0 | -1.6 | 1111 | -0.13 | -0.14 | 0.046 | 0.27 | 5 | -2 | -5 | 616 | -9.4% | 3.3 | 1.2 | 0.8 | .
CCOC(=O)CSc1nnc(Cn2nnc(-c3ccccc3)n2)n1C | 0.07 | 1256 | i | 8 | 0.7 | 1117 | 0.47 | -0.21 | 0.23 | -0.061 | -16 | -11 | 1 | 792 | -0.8% | 2.5 | 1.9 | 2.7 | 3.6%
Cc1ccccc1-c1ccc(Nc2ccc(N3CCOCC3)cc2)nn1 | -1 | 1095 | i | 11 | -3.2 | 1033 | -2.1 | -0.24 | -1.1 | 0.84 | -10 | -7 | . | . | 23% | 4.1 | 3.0 | 3.5 | 3.0%
Cc1ccc(C2CC(=O)Nc3sc(C(N)=O)c(N)c32)cc1 (stereo not drawn) | 0.1 | 1218 | i | 3 | -1.3 | 1210 | -0.21 | -0.13 | -0.49 | 0.016 | 6 | 7 | -4 | 702 | -6.1% | 3.6 | 1.8 | 2.3 | -1.3%
CCc1ccc(-c2nnn(Cc3nc4ccccc4s3)n2)cc1 | 2.6 | 1221 | i | -3 | -2.5 | 830 | -0.36 | -0.096 | 0.23 | 0.17 | 29 | 3 | . | . | -6.2% | 2.7 | 1.8 | 12 | 0.0%
COCCn1c(N)c(N(Cc2ccccc2)C(=O)Cc2c(Cl)cccc2Cl)c(=O)[nH]c1=O | -0.11 | 1287 | i | 16 | -1.3 | 1111 | 0.81 | -0.33 | 0.81 | -0.33 | 4 | 20 | -27 | 664 | -2.8% | 2.9 | 2.7 | 4.1 | 2.1%
O=C(CCNC(=O)c1ccc([N+](=O)[O-])cc1)Nc1nccs1 | . | . | i | 14 | 0.9 | 1518 | -0.52 | -0.25 | -0.48 | 1.1 | -28 | -9 | 11 | 646 | -1.6% | 1.7 | 1.3 | 6.8 | 1.1%
COC(=O)c1[nH]c2cc(OC)ccc2c1NC(=O)CN1CCC(C(N)=O)CC1 | 0.11 | 1296 | i | -62 | -3.4 | 1192 | -0.79 | -0.2 | -0.079 | 0.58 | 17 | 8 | 0 | 822 | -5.2% | 2.9 | 2.8 | 6.9 | -3.5%
O=C(Nc1nncs1)c1cccc(S(=O)(=O)N2CCc3ccccc32)c1 | -0.61 | 1220 | i | -6 | -1.7 | 1155 | 0.66 | -0.38 | 0.49 | 0.75 | 7 | 10 | 21 | 753 | -2.9% | 0.1 | 1.3 | 0.3 | -0.4%
c1ccc(COc2ccccc2CNC2CCCC2)cc1 | -0.82 | 1657 | i | 27 | -1.0 | 1038 | -0.32 | 0.024 | 0.27 | -0.54 | 7 | 0 | -1 | 683 | -8.8% | 2.3 | 1.4 | 2.6 | -2.1%
CCC(Sc1ncnc2c1nnn2-c1ccc(F)cc1)C(=O)OC (stereo not drawn) | 0.56 | 1488 | i | 0 | -0.6 | 946 | -0.44 | 0.14 | 0.2 | -0.98 | 4 | 12 | . | . | -1.1% | 5.5 | 2.4 | 7.3 | -0.2%
COc1cccc(C(=O)Oc2cccc(N3C(=O)C4C5CC(C(Br)C5Br)C4C3=O)c2)c1 (stereo not drawn) | 0.69 | 1202 | i | 2 | 4.4 | 1166 | 0.033 | -0.23 | 0.14 | 0.45 | 8 | 1 | 2 | 733 | -7.1% | 3.2 | 2.1 | 4.9 | -3.4%
COc1ccc2c(c1)-c1nc(/N=C/c3cccc(OC)c3O)sc1CC2 | -0.09 | 1346 | i | 6 | -0.3 | 1047 | -0.12 | -0.16 | 0.042 | 0.13 | 9 | -1 | -6 | 686 | -9.7% | 2.4 | 2.7 | 7.2 | -0.7%
O=S(=O)(Nc1nccs1)c1ccc(F)cc1 | -0.02 | 1620 | i | -1 | -0.3 | 1501 | -0.78 | -0.13 | -0.45 | -0.92 | 0 | -17 | -1 | 627 | -9.3% | 1.7 | 1.8 | 4.7 | -2.3%
COCCN1C(=O)C(=O)/C(=C(/O)c2cccc(OC)c2)C1c1ccncc1 (stereo not drawn) | 0.13 | 1082 | i | -5 | -6.4 | 1015 | 0.27 | -0.28 | 0.39 | -0.02 | -5 | 2 | . | . | -6.3% | 3.6 | 0.3 | 21 | -1.9%
O=S(=O)(c1ccc(F)cc1F)N1CCCN(c2ccc(C(F)(F)F)cn2)CC1 | -0.52 | 1056 | . | . | 1.2 | 1227 | -0.45 | -0.15 | -0.33 | -0.0057 | . | . | -4 | 663 | . | . | . | . | .
CCCC12CN(C(=O)c3ccc([N+](=O)[O-])cc3)CC(C)(CN(C(=O)c3ccc([N+](=O)[O-])cc3)C1)C2=O | -0.01 | 1422 | . | . | 0.9 | 1183 | -0.2 | -0.043 | -0.33 | 0.13 | . | . | -15 | 715 | . | . | . | . | .
